MBNL1-CUG inh = inhibitors of human MBNL1 binding to CUG repeat RNA; 280,000 compounds, 0.036% hits; TR-FRET MBNL1-His/biotin-(CUG)12 binding, 665/545 ratio; Q9NR56; Potency, µM (titrated, usually from 57.5 µM), without a hit: at the top dose activity change, negative = inhibition, actives largely listed as inhibitors; AID 2675; active = well fitted inhibition curve with a large enough effect in the signal ratio, with a control signal flat, not every such curve was filed as active; inconclusive = small, poorly fitted or top-dose-only effect, or effect the other way, or a change in a side signal; inactive = no such curve, though single readings can be large or run the other way; the % refers to the signal ratio; note: potency is the fitted concentration of half-maximal effect; % is set by controls: 0 for no effect and ±100 for the full control effect
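His-tagged MBNL1 binding to biotinylated (CUG)12 RNA was measured by TR-FRET using terbium anti-His antibody (0.055 ng/ul final) and streptavidin-XL665 (5 nM final). Compounds were titrated 92 nM to 58 uM; 60 min at room temperature.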
Mito fusion act = inhibitors of mitochondrial division or activators of mitochondrial fusion. 320,000 compounds, 0.23% hits. S. cerevisiae fusion-defective mutant growth rescue, CellTiterGlo 48 h. Potency, µM (titrated, usually from 46.1 µM), for the others: at the top dose growth rescue (activation), actives largely listed as activators;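 note: potency is the fitted concentration of half-maximal effect; % of control where 0% means no effect; nearly all actives have a fitted effect of over 45% in size; temperature-sensitive fusion mutants such as fzo1-1 at 37 °C on non-fermentable ethanol glycerol medium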
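Temperature-sensitive fusion-defective S. cerevisiae (e.g. fzo1-1, mgm1-5) were grown with compound in YPEG medium (3% ethanol, 3% glycerol) for 48 hours at 37C. Growth rescue was measured as viability by CellTiterGlo luminescence after 10 minutes at ambient.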
Gal4-VP16 FLuc = counter-screen for ROR gamma inhibitors: Gal4-VP16 reporter; Drosophila S2 Gal4-VP16 UAS-luciferase, luminescence, 20 h; Potency, µM (highest dose often 53.6 µM), for inactives: at the highest dose activity, negative = inhibition, actives largely listed as inhibitors; 310,000 compounds, 3.5% hits;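 note: Gal4-VP16 expression switched on by copper sulfate through the metallothionein promoter; potency is the fitted concentration of half-maximal effect; % is set by controls: 0 for no effect and ±100 for the full control effect; nearly all actives have a fitted effect of over 50% in size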
KCNH2 3.1 inh = inhibitors of human KCNH2 3.1 potassium channel isoform | U2OS KCNH2 3.1, thallium flux FluxOr; hits give low values | activity change, % (tested at about 1.8 µM) | 340,000 compounds, 0.95% hits;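 active = maximum activity change below -70%; inconclusive = maximum activity change from -70% to -50%; inactive = maximum activity change above -50%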;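 note: thallium influx rate constant from kinetic fluorescence after stimulation buffer; % is set by controls: 0 for no effect and ±100 for the full control effect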
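FluxOr-based Tl+ influx in U2OS cells transduced with KCNH2 3.1 virus; rate constants normalized to DMSO controls.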
NPC1 prom act = NPC1 promoter activation. Huh7 NPC1 promoter luciferase reporter, 24 h. Potency, µM (titrated, usually from 9.22 µM), for inactives: at the highest dose activation, most hits filed as activators. 320,000 compounds, 2.4% hits. AID 485313;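 note: potency is the fitted concentration of half-maximal effect; % of control where 0% means no effect; nearly all actives have a fitted effect of over 60% in size; reporter is driven by a mutant NPC1 promoter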
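Stable NPC1-promoter luciferase Huh7 line; cpd (DMSO) 24 h, 37 °C, 5% CO2; Amplite luciferase reagent 10 min RT; luminescence readout. qHTS format.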
Menin-MLL TR inh = menin-MLL binding inhibition, Texas Red mutant peptide. AID 1768. 270,000 compounds, 0.23% hits. Potency, µM (highest dose often 61.6 µM), for inactives: top-dose FP activity change, negative = inhibition, actives largely listed as inhibitors. O00255. Menin + Texas Red MLL mutant peptide, fluorescence polarization; active = well fitted inhibition curve with a large enough effect in the polarisation, with a control signal flat, not every such curve was filed as active; inconclusive = small, poorly fitted or top-dose-only effect, or effect the other way, or a change in a side signal; inactive = no such curve, though single readings can be large or run the other way; the % refers to the polarisation; note: potency is the fitted concentration of half-maximal effect; % of control where 0% means no effect; many of its hits are not listed in these tables
PKM2 act = PKM2 (human) enzyme activation; P14618; purified PKM2, Kinase-Glo ATP luminescence, activation; response scale: 0% is enzyme alone, no compound; Potency, µM (titrated, usually from 57.5 µM), for inactives: at the highest dose activation, hits mostly activators; 260,000 compounds, 0.34% hits; AID 1631; note: potency is the fitted concentration of half-maximal effect; % is set by controls: 0 for no effect and ±100 for the full control effect; nearly all actives have a fitted effect of over 55% in size
Target sequence (P14618 whole entry, looked up): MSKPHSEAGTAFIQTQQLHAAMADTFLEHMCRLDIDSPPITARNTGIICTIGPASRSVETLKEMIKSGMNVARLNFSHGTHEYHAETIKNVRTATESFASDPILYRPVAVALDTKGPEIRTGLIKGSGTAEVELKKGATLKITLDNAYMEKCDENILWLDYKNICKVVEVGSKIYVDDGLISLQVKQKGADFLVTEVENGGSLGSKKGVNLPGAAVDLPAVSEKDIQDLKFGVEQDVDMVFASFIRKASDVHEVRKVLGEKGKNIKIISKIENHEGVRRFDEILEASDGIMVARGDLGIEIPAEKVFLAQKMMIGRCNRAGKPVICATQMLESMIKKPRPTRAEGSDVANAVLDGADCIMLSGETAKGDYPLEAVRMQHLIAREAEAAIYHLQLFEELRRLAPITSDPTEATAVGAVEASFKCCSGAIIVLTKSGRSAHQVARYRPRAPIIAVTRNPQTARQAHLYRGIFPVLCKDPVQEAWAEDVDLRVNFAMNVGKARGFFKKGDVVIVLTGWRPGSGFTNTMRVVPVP
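Purified hPK-M2 (>95%) run at intermediate activity with 0.1 mM ADP and 0.5 mM PEP in 50 mM imidazole pH 7.2, KCl, MgCl2; 1 h room temperature. ATP formed read by Kinase-Glo luminescence; normalized to uninhibited and no-enzyme controls.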
Rab9 prom act = activates the Rab9 promoter; Huh7 Rab9 promoter-luciferase reporter, luminescence, 24 h; AID 485297; 320,000 compounds, 2.8% hits; Potency, µM (doses to about 9.22 µM), for the others: at the top dose activation, negative = inhibition, usual class: activators; note: potency is the fitted concentration of half-maximal effect; % of control where 0% means no effect; nearly all actives have a fitted effect of over 60% in size
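Huh7 cells stably carrying Rab9 promoter–luciferase reporter, plated 1500 cells/well, compound added after 2 h and incubated 24 h at 37 °C; luciferase luminescence then read after 10 min with detection reagent.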
RORg inh = inhibitors of mouse ROR gamma transcriptional activity | P51450 | Drosophila S2 Gal4-RORgamma UAS-luciferase reporter, 20 h | Potency, µM (series often up to 53.6 µM), for the others: top-dose activity change, negative = inhibition, usual class: inhibitors | 310,000 compounds, 5.4% hits | AID 2551; note: potency is the fitted concentration of half-maximal effect; % is set by controls: 0 for no effect and ±100 for the full control effect; nearly all actives have a fitted effect of over 60% in size
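A Gal4/UAS one-hybrid system in insect cells: metallothionein-promoter Gal4–ROR gamma fusion plus Photinus luciferase reporter. Copper sulfate 700 uM final, 20 hr ambient incubation, luminescent detection after 10 min with reagent.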
ELG1 repair inh = blocks ELG1-dependent DNA repair in HEK293T cells. HEK293T ELG1-luciferase reporter, luminescence, 16 h; DNA damage induced by 5-fluorouridine. Potency, µM (top dose mostly 46.1 µM), without a hit: top-dose activity change, negative = inhibition, usual class: inhibitors. 330,000 compounds, 2.3% hits; note: potency is the fitted concentration of half-maximal effect; % is set by controls: 0 for no effect and ±100 for the full control effect; nearly all actives have a fitted effect of over 55% in size
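Reporter activity after DNA damage by 5-fluorouridine is monitored. Compound-treated cells incubate 16 hr at 37 °C, then ONE-Glo is added for 30 min before luminescence reading.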
FLuc modulator = firefly luciferase modulation, counter-screen for miR-21 project | 360,000 compounds, 6.9% hits | AID 588342 | P08659 | purified FLuc, Km substrates, luminescence inhibition | Potency, µM (highest dose often 57.5 µM), for inactives: top-dose activity change, negative = inhibition, actives largely listed as inhibitors;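 note: potency is the fitted concentration of half-maximal effect; plate controls were vehicle for no effect and reference inhibitor for full effect; nearly all actives have a fitted effect of over 55% in size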
Target sequence (P08659 whole entry, looked up): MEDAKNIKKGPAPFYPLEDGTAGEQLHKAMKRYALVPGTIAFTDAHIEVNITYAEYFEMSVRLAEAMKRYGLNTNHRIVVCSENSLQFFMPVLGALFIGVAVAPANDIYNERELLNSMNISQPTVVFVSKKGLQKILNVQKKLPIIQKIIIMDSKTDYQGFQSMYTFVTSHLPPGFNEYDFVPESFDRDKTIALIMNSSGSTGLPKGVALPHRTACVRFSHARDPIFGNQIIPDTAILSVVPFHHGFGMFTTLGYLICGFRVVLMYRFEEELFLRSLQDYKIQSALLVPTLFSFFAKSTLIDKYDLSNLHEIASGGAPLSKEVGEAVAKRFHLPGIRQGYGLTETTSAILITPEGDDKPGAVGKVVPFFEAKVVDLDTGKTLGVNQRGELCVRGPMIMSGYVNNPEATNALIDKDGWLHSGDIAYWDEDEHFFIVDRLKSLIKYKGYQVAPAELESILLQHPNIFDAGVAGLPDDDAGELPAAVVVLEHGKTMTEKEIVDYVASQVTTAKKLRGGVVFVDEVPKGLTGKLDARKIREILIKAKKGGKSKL
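Purified P. pyralis luciferase (10nM final) with 10uM D-luciferin and 10uM ATP (Km levels) in 50mM Tris acetate pH 7.5, 10mM Mg acetate, 0.01% Tween-20, 0.05% BSA; qHTS 6-point titration, ~60 µM downward; luminescence read.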
Starred values were filed as active, the others as inactive; ? = inconclusive; / = no result given; & = joins results of further samples; [ ] = another dose, or the depositor's remark. Unless noted, calls come from the whole dose curve; as a rule, active = well fitted curve in the direction sought with a large enough effect; inconclusive = small, poorly fitted or top-dose-only effect, or another doubt; inactive = no such curve, though single readings can be large; an effect the other way counts as inactive or inconclusive. An excerpt. The share of hits here may be higher or lower than overall.

| smiles | PKM2 act | Rab9 prom act | RORg inh | KCNH2 3.1 inh | Mito fusion act | Gal4-VP16 FLuc | ELG1 repair inh | Menin-MLL TR inh | NPC1 prom act | MBNL1-CUG inh | FLuc modulator |
| --- | --- | --- | --- | --- | --- | --- | --- | --- | --- | --- | --- |
| CC(=O)c1ccc(NC(=O)c2cccc(NC(=O)c3ccccc3)c2)cc1 | 2% | 29% | 37%[1.91 µM] | -13 | 0% | 10% | ? | 1% | 16% | 3% | ? |
| CC(C)n1c(O)c(N=NC(=O)Cc2csc(N3CCOCC3)n2)c2ccccc21 | -4% | 0% | 8% | 6 | -5% | 9% | ? | -14% | -3% | ? | -3% |
| Cc1cs/c(=N\N=C\c2cccc([N+](=O)[O-])c2)n1Cc1ccco1 | 23% | 25% | 28% | 8 | -2% | -7% | ? | ? | 17% | -16% | 0% |
| O=C(CCN1C(=O)S/C(=C\c2ccc(F)cc2)C1=O)Nc1ccc(C(=O)O)c(O)c1 | / | 13% | -11% | 23 | -5% | 3% | ? | / | ? | ? | 2.1µM* |
| c1ccc(CCCN2CCOCC2)cc1 | 2% | 0% | -13% | -1 | 0% | -5% | 16% | -1% | -1% | -2% | 2% |
| N#C[C@H]1[C@H](c2ccccc2)[C@](C#N)(C(=O)c2ccccc2)[C@@H]2C=Cc3ccccc3N21 | 3% | / | 24% | / | -22% | -10% | 13µM* | -16% | 9% | 21% | ? |
| Cc1ccc(NC(=S)C2=C(O)c3ccccc3N(C)S2(=O)=O)cc1 | -6% | 5% | ? | -3 | 7% | 18µM* | -1% | ? | 0% | -3% | 19µM* |
| COc1cccc(Cn2cccc(NC(=O)Nc3ccccc3C)c2=O)c1 | -6% | 0% | ? | -15 | -2% | ? | -15% | ? | -7% | 2% | 5% |
| CC1CCCC(C)N1C(=O)CSc1nnc(-c2ccco2)n1C (stereo not given) | / | 3% | / | 16 | -2% | / | 23% | / | 1% | / | 4% |
| COc1ccc(N2CC(C(=O)N[C@@H](C)C(=O)N[C@H](CO)c3ccccc3)CC2=O)cc1 (stereo not given in full) | 0% | -2% | -9% | 1 | -1% | 14% | -19% | -1% | 0% | -2% | 0% |
| COc1cc(/C=C(\C#N)c2nc3ccccc3n2C)cc(OC)c1O | 3% | -1% | 2% | -10 | 4% | -10% | ? | 19% | 0% | 18% | ? |
| O=C(CNS(=O)(=O)N1CCOCC1)N/N=C/c1cccnc1 | -3% | -1% | -6% | -8 | 0% | 6% | 1% | 5% | 0% | -10% | 0% |
| O=C(NCC(=O)N(CC1CCCO1)C(C(=O)NC1CCCCC1)c1ccc(F)cc1)c1ccco1 (stereo not given) | -3% | -2% | 20% | -22 | 6% | -7% | 8% | -3% | -1% | -11% | 5% |
| C/C(=N\NC(=O)c1ccc(C)cc1C)c1ccc2c(c1)Nc1ccccc1S2 | -21% | -12% | -11% | -9 | 1% | -25% | ? | ? | -3% | 23% | 3% |
| CCN(CC)C(=O)Cn1cnc2sc(C(=O)N3CCN(c4ccc(F)cc4)CC3)c(C)c2c1=O | 20% | -1% | 3% | 2 | -5% | -10% | -4% | -16% | -4% | -2% | 5% |
| Cc1ccc(N(CC(=O)NC(C)c2ccccc2)S(=O)(=O)c2c(C)noc2C)cc1 (stereo not given) | 1% | -1% | -4% | -10 | -3% | -7% | -3% | 47%[activator] | -1% | -3% | 1%&-8% |
| COc1ccc(-c2nc(CSCC(=O)N3CCc4ccccc43)c(C)o2)cc1OC | 1% | -4% | -19% | -26 | -1% | -3% | ? | -1% | 1% | -5% | -3% |
| Cc1cc(OC(C)C(=O)N(Cc2ccco2)C2CCS(=O)(=O)C2)cc(C)c1Cl (stereo not given) | 3% | -4% | 0% | -1 | 1% | 2% | -6% | 1% | 0% | -7% | 1% |
| COc1ccccc1CNC(=O)CCCn1c(=O)c2ccccc2n(CC(=O)NC2CCCC2)c1=O | -5% | 6% | -7% | -2 | 1% | -26% | -1% | 1% | -7% | -26% | -2% |
| Cc1ccc(S(=O)(=O)Cc2csc(N)n2)cc1 | 4% | 12% | 24% | -1 | -1% | 15% | ? | 3% | 0% | 11% | 0% |
| O=C(CN1CCOCC1)Nc1ccccc1 | 4% | -1% | -16% | 8 | -7% | -2% | 1% | / | 1% | 0% | 5% |
| N#CCC(=O)Nc1ccc(C(=O)OCC(=O)NCc2ccc3c(c2)OCO3)cc1 | / | -3% | / | 6 | 4% | / | ? | / | 2% | / | 3% |
| O=C(Cc1ccccc1)c1ccccc1C(=O)N1CCCCC1 | / | 2% | 3% | -6 | -6% | -6% | 0% | ? | -3% | -2% | -6% |
| CC(=O)N1c2ccc(S(=O)(=O)N3CCCC(C(=O)Nc4cccc(Cl)c4)C3)cc2CC1C (stereo not given) | -2%[0.46 µM] | -26% | 40% | 7 | 12% | -24% | ? | 29% | -9% | -1% | 3% |
| O=C(CCCC(=O)OCC(Cl)=C(Cl)Cl)Nc1ccc(F)cc1 | 9% | -2% | 18% | 3 | 5% | 1% | 8% | -2% | 0% | 3% | 0% |
| CC1CCC(NC(=O)CNC(=O)c2ccc3ccccc3c2)CC1 (stereo not given) | / | ? | / | -8 | 2% | / | ? | / | 27% | / | ? |
| N#Cc1ccc(C(=O)OCC(=O)NC2CCCC2)cc1 | / | 3% | 11% | 0 | -10% | 0% | ? | 1% | -1% | -6% | -3% |
| COc1cccc(NC(=O)Cc2nnc(SCC(=O)NC3CCCC3)n2C)c1 | -2% | -3% | 0% | 2 | -8% | -2% | 11% | 0% | -1% | 0% | -3% |
| CC(C)c1ccc(NC(=O)C(=O)c2cn(CC(=O)N3CCCCC3)c3ccccc23)cc1 | 8% | -3% | 32% | 13 | 11% | -11% | ? | -1% | 1% | 1% | ? |
| CC(C)(C)CC(C)(C)N1CNC(=S)NC1 | -1% | -4% | 10µM* | -2 | -25% | ? | 6% | -6% | -3% | -9% | 1% |
| O=C(O)CN1CCc2ccccc2C1 | -25% | -8% | -3% | 3 | -7% | 2% | 8% | -3% | 6% | 12% | -2% |
| Cc1ccc(C(=O)OCC(=O)N2CCCC2)cc1 | / | ? | 2% | -9 | -4% | 19% | ? | / | 27% | 0% | ? |

A few values from the list:
CC1CCC(NC(=O)CNC(=O)c2ccc3ccccc3c2)CC1 (stereo not given) in KCNH2 3.1 inh: -8
Cc1ccc(C(=O)OCC(=O)N2CCCC2)cc1 in KCNH2 3.1 inh: -9

Continued:
| smiles | PKM2 act | Rab9 prom act | RORg inh | KCNH2 3.1 inh | Mito fusion act | Gal4-VP16 FLuc | ELG1 repair inh | Menin-MLL TR inh | NPC1 prom act | MBNL1-CUG inh | FLuc modulator |
| --- | --- | --- | --- | --- | --- | --- | --- | --- | --- | --- | --- |
| Cc1ccc(NC(=O)COC(=O)CCC2CCCC2)c(Br)c1 | / | 1% | / | -7 | 10% | / | 5% | / | 1% | / | ? |
| O=C(/C=C/c1c(F)cccc1Cl)Nc1ccc(S(=O)(=O)Nc2ncccn2)cc1 | -2% | -3% | 11% | / | 3% | -15% | -1% | 9% | 0% | 0% | ? |
| COc1ccc(CCC(C)NCc2ccc(Cl)c(Cl)c2)cc1 (stereo not given) | -2% | 3% | / | -5 | -9% | / | 14% | ? | -6% | -2% | 5% |
| Cc1cccc(NC(=O)Nc2ccc(Cl)cc2)n1 | 2%[11.5 µM] | ? | 23% | -2 | 2% | -14% | ? | -23% | 25% | -7% | ? |
| CCn1nc(CC(=O)Nc2nnc(CC(=O)N3CCCC3)s2)c2ccccc2c1=O | -3% | -9% | 4% | 4 | -4% | 1% | 20% | -1% | 1% | -10% | 6% |
| CC12CCC(=O)N1C(C(=O)Nc1cc(C(F)(F)F)ccc1N1CCCCC1)CS2 (stereo not given) | / | 1% | / | -15 | 9% | / | 3% | / | -2% | / | -1% |

Screens deposited in PubChem by National Center for Advancing Translational Sciences (NCATS).
